# Screens (PubChem BioAssay)
# tim23-1 inh: tim23-1 yeast growth inhibition | S. cerevisiae tim23-1 growth, BacTiter-Glo luminescence, 24 h | inhibition, % at 20 µM | 330,000 tested, 1.3% active | AID 463212;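 active = growth inhibition of the mutant yeast at or above 50%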;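 note: temperature-sensitive mutant grown at 25 °C; plate controls were DMSO-treated mutant yeast for no effect and medium wells lacking yeast for full effect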
# 697 NFkB inh: lowers PMA/ionomycin-induced NF-kB signal in 697 B cells | 697 B-cell NF-kB luciferase reporter, 16 h | inhibition, % at 4 µM | 330,000 tested, 0.33% active | AID 435022; in the data active = inhibition above about 35%
# APJ agonist: activates the human apelin receptor APJ; CHO-K1 APJ PathHunter beta-arrestin, luminescence; 0% DMSO wells, 100% apelin; activation, % at 20 µM; P35414; 330,000 tested, 0.11% active; AID 2520;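 active = activation more than six SD over the plate average, tested at 20 µM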;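 note: 0% = DMSO alone and 100% = apelin-13 at 10 nM; some results filed as inactive read as strong as hits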
#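 Assay system: CHO-K1 cells stably expressing ProLink-tagged human APJ and arrestin–beta-gal acceptor. Compound dosing: 20 µM single point, 1% DMSO. Times: 16-18 h seeding, 90 min dark compound exposure, 60 min detection. Detection: beta-gal luminescence. Evaluation: APJ–arrestin association signal. Controls: negative DMSO alone, positive Apelin-13 at 10 nM.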
# Jurkat NFkB inh: inhibitors of the PMA/ionomycin-induced NF-kB reporter in Jurkat cells; PMA/ionomycin-induced NF-kB luciferase reporter, luminescence; 330,000 tested, 0.53% active; inhibition, % at 4 µM; AID 435003; in the data active = inhibition above about 50%
# CHOP UPR activ: activators of apoptotic arm of unfolded protein response (CHOP); AID 449763; 330,000 tested, 0.34% active; CHO-CHOP luciferase reporter, UPR activation, luminescence; percent of tunicamycin response over DMSO baseline; activation, % at 10 µM;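 active = at 10 µM dose, activation of 40% or more, normalized to positive control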;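 note: 100% = tunicamycin at 10 µg/mL and 0% = DMSO alone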
#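 System: CHO-CHOP luciferase reporter cell line | Buffer or medium: F12 medium containing 10% fetal bovine serum | Doses: One dose, 10 µM in 0.5% DMSO | Times: 6 h compound exposure at 37 °C after overnight seeding | Signal: Luciferase luminescence | Read-out: % activation vs tunicamycin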
# UPR XBP1 act: adaptive UPR (XBP1) activation. activation, % at 20 µM. AID 463104. CHO-XBP1 luciferase reporter, IRE1-XBP1 UPR activation, luminescence; percent of tunicamycin response, DMSO as zero. 330,000 tested, 0.33% active;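 active = versus positive control, 20 µM dose yields 30% or more activation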;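 note: 100% = tunicamycin at 10 µg/mL and 0% = DMSO only wells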
#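 assay system = CHO-XBP1 luciferase reporter cells | amount = 1000 cells/well | buffer or medium = F12 plus 10% FBS | compound dosing = single point, 20 µM final compound, 1% DMSO | incubation = 16-18 h cell attachment at 37 °C, then 6 h compound exposure | detection = Steady-Glo luminescence read | controls = tunicamycin 10 µg/mL and vehicle-only wells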
# APJ antag: antagonists of human APJ apelin receptor; inhibition, % at 20 µM; CHO-K1 APJ beta-arrestin complementation, luminescence; P35414; 330,000 tested, 0.32% active;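 active = inhibition above about 40% at 20 µM, limit read from the data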;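 note: cells challenged with 10 nM apelin-13 agonist together with compound; plate controls were apelin-13 plus DMSO wells for no effect and DMSO wells lacking apelin-13 for full effect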
# Mdm2 MdmX PPI: inhibitors of human Mdm2/MdmX interaction | O15151+Q00987 | SaOS-2 split-luciferase Mdm2/MdmX complementation, luminescence | inhibition, % at 8 µM | 330,000 tested, 3% active;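 active = inhibition of at least 50% at 8 µM in the primary screen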
# Target sequence (O15151 whole entry, looked up): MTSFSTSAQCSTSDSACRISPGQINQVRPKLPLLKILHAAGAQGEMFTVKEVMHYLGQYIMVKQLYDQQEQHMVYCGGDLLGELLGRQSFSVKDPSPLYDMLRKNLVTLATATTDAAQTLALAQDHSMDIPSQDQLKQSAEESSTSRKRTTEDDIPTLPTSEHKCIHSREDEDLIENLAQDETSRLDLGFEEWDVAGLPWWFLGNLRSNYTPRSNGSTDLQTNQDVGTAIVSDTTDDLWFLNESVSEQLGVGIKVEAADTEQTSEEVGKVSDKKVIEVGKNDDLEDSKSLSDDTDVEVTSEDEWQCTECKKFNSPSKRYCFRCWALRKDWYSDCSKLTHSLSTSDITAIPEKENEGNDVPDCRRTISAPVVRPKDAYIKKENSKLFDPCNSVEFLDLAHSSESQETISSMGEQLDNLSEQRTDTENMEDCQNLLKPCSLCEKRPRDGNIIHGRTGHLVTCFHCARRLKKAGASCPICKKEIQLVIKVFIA
# Target sequence (Q00987 whole entry, looked up): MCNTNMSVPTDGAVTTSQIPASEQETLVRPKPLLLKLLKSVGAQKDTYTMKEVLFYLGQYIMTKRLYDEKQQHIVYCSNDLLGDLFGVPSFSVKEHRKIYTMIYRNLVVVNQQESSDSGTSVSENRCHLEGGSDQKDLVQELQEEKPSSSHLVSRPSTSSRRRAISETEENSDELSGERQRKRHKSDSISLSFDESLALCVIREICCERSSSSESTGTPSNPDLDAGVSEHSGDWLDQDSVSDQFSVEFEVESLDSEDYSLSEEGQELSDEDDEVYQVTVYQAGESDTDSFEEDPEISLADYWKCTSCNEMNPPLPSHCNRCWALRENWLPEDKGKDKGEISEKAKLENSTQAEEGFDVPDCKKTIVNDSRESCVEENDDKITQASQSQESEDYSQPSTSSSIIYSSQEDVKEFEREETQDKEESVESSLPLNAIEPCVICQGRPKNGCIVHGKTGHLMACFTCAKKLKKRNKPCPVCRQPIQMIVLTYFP
# Starred values were filed as active, the others as inactive. Random draw from the library (roughly 5% active in at least one column).
SMILES,tim23-1 inh,697 NFkB inh,APJ agonist,Jurkat NFkB inh,CHOP UPR activ,UPR XBP1 act,APJ antag,Mdm2 MdmX PPI
COc1ccc(S(=O)(=O)N2CCOC23CCN(S(=O)(=O)c2ccccc2)CC3)cc1,4,13,1,9,1.1,-2,13,0
COc1ccc(C2Nc3ccccc3C(=O)N2Cc2ccccc2)cc1COc1ccccn1 (centres undefined),14,11,-6,8,0.9,-4,16,2
COc1ccc(C(=O)OCCOc2ccccc2C(C)=O)c(O)c1,-8,14,-2,18,2.9,-2,0,-5
COc1cc(/C=N/N2CCN(Cc3ccc(Cl)cc3)CC2)cc(Br)c1O,41,-19,-1,9,1.1,-4,15,-1
COc1ccccc1/C=C/C(=O)NCc1ccccn1,-12,19,-3,3,1.2,1,12,5
O=C(Nc1ccccc1NC(=O)c1ccccc1Cl)c1ccccc1Cl,27,-7,-3,0,2.0,-5,-29,17
Cn1c(=O)c2c(nc(CN3CCC(C(N)=O)CC3)n2Cc2ccccc2Cl)n(C)c1=O,13,-3,1,0,-1.8,-2,6,-5
COc1ccc(CC(=O)Nc2ccc(S(=O)(=O)Nc3nccs3)cc2)cc1,17,19,-4,4,-0.4,0,5,21
CCOC(=O)C1CCCN(C2CC(=O)N(c3ccccc3)C2=O)C1 (centres undefined),25,3,-4,-15,-3.8,-3,-7,7
O=C(COc1ccc(Cl)cc1)N(Cc1ccc(F)cc1)C1CCS(=O)(=O)C1 (centres undefined),-4,-1,0,-11,0.1,-2,-1,17
C=CCn1c(SCc2nc(N)nc(N(C)C)n2)nnc1-c1cccnc1,5,-12,1,-2,-3.3,2,15,17
O=C1NN(c2ccccc2)C(=O)/C1=C\c1ccc(-c2cc([N+](=O)[O-])ccc2O)o1,20,5,-11,-2,2.2,-2,46*,4
CN(C)S(=O)(=O)c1cccc(C(=O)N=C2N=C3C=CC(Cl)=CN3Cc3ccccc32)c1,14,-121,-7,-83,4.1,3,-29,-88
CCOC(=O)C1CCN(C(=O)/C(C)=C\c2ccccc2)CC1,9,-19,-3,-8,-2.6,-1,-3,-2
O=C(c1cc(-c2ccc(Cl)cc2)n(-c2ccc(Cl)cc2)n1)N1CCOCC1,36,2,-1,2,-2.0,2,6,24
Cc1cccc(N2CCN(C(=S)c3ccc([N+](=O)[O-])cc3)CC2)c1,28,6,-3,-2,2.6,-2,1,13
Cc1ccc(C(=O)CCC(=O)NNC(=O)c2ccccc2O)cc1,10,7,-4,5,1.3,0,0,34
Cc1ccc(OCC(=O)N2CCc3ccccc3C2)cc1,22,-2,-1,-15,-0.8,-2,13,7
CC(=O)Nc1cccc(C(=O)OCN2C(=O)c3ccccc3C2=O)c1,9,7,4,-1,-0.2,-1,1,-13
COc1cc(-c2nnc3sc(-c4ccncc4)nn23)cc(OC)c1OC,3,18,-3,2,-0.6,1,0,21

# One compound at a time, as listed above.
# COc1ccc(C2Nc3ccccc3C(=O)N2Cc2ccccc2)cc1COc1ccccn1 (centres undefined) in the list: tim23-1 inh = 14; 697 NFkB inh = 11; APJ agonist = -6; Jurkat NFkB inh = 8; CHOP UPR activ = 0.9; UPR XBP1 act = -4; APJ antag = 16; Mdm2 MdmX PPI = 2
# O=C1NN(c2ccccc2)C(=O)/C1=C\c1ccc(-c2cc([N+](=O)[O-])ccc2O)o1 in the list: tim23-1 inh = 20; 697 NFkB inh = 5; APJ agonist = -11; Jurkat NFkB inh = -2; CHOP UPR activ = 2.2; UPR XBP1 act = -2; APJ antag = 46*; Mdm2 MdmX PPI = 4
# C=CCn1c(SCc2nc(N)nc(N(C)C)n2)nnc1-c1cccnc1 in the list: tim23-1 inh = 5; 697 NFkB inh = -12; APJ agonist = 1; Jurkat NFkB inh = -2; CHOP UPR activ = -3.3; UPR XBP1 act = 2; APJ antag = 15; Mdm2 MdmX PPI = 17

# Carrying on.
SMILES,tim23-1 inh,697 NFkB inh,APJ agonist,Jurkat NFkB inh,CHOP UPR activ,UPR XBP1 act,APJ antag,Mdm2 MdmX PPI
CCCc1sc(N)nc1-c1ccc(C)cc1,4,-1,-1,7,-1.1,-2,19,21
CCN(CC(=O)Nc1c(F)cccc1F)C(=O)CCc1nc2sc3c(c2c(=O)[nH]1)CCCC3,-2,-11,7,-4,0.0,-1,12,6
O=C(CCN1C(=O)C2C3CCC(C3)C2C1=O)Nc1ccc(F)cc1 (centres undefined),-24,16,0,-7,1.2,-1,-3,8
OCCC1CN(Cc2cc(F)ccc2-n2cccn2)CCN1C1CCCC1 (centres undefined),-6,5,-4,14,0.0,-1,11,-20
CCN(CC)S(=O)(=O)c1csc(C(=O)OCC(=O)c2ccccc2)c1,24,3,-5,1,-0.9,-2,4,9
Cc1oc2cc3oc(=O)c(CC(=O)N[C@H](C(=O)N[C@@H](C(=O)O)c4ccccc4)C(C)C)c(C)c3cc2c1C,-3,0,-3,1,-0.1,-1,5,10
Cc1ccc(C)c(-n2nnnc2SCC(=O)c2ccc3c(c2)NC(=O)CO3)c1,15,8,3,1,-1.2,-1,15,12
CCOC(=O)c1sc(NC(=O)c2ccco2)c(C#N)c1C,14,-19,0,-2,4.0,-1,9,-15
NC[C@H]1O[C@H](O[C@H]2[C@H](O)[C@@H](O[C@H]3O[C@H](CO)[C@@H](O)[C@H](N)[C@H]3O)[C@H](N)C[C@@H]2N)[C@H](N)C[C@@H]1O,13,15,0,2,-0.2,-5,-4,-23
CC(=O)NC1=NN(C(C)=O)C(C)(c2ccccn2)S1 (centres undefined),14,-8,0,-18,0.4,-3,-11,-33
CCCCn1c(N)c(N(CC)C(=O)c2cccc(C)c2)c(=O)[nH]c1=O,8,15,0,3,-1.1,-3,8,5
Cc1ccc(NC(=O)COC(=O)C2(CC(=O)NC(C)(C)C)CCCC2)cc1C,33,8,-1,-7,-0.9,-2,3,0
Cn1c(=O)c2c(nc(N3CCN(Cc4ccccc4)CC3)n2CC(=O)c2ccccc2)n(C)c1=O,18,17,-4,1,-2.0,-2,8,14
COc1ccc(CCNC(=O)C2CCN(S(=O)(=O)N3CCOCC3)CC2)cc1OC,-14,20,-4,7,0.4,-2,-4,8
COCC(C)n1c(C)cc(C(=O)COc2ccc(N(C)S(=O)(=O)c3ccc(NC(C)=O)cc3)cc2)c1C (centres undefined),-13,7,-5,-5,-2.0,2,0,10
CC1CN(C(=O)CCC(=O)NCCCN2CCC(Cc3ccccc3)CC2)c2cc(Cl)ccc2O1 (centres undefined),-72,-10,-5,8,1.1,8,4,91*
CCN(CC)S(=O)(=O)c1ccc(NC(=O)CNC2CCCCC2)cc1,7,1,-2,-21,-1.4,-2,-2,8
COc1cc2c(cc1OC)CN(C(=O)c1ccco1)CC2,13,3,-1,-13,1.8,7,4,-26
N#C/C(=C(/O)C(Cl)(Cl)Cl)c1nc2ccccc2[nH]1,16,2,-2,-13,0.3,1,-20,1
Cc1cccc(CS(=O)(=O)Cc2ccc(C(=O)NCCN3CCCCC3C)o2)c1 (centres undefined),12,-12,0,-22,0.4,-3,-17,2
NC(=O)C1CN(S(=O)(=O)c2ccc(Cl)cc2F)c2ccccc2O1 (centres undefined),20,12,-1,20,-0.8,-4,14,1
O=C(C(=O)N1CCc2ccccc2C1)c1cn(CC(=O)N2CCCC2)c2ccccc12,8,14,-2,6,0.6,0,6,10
O=c1c2ccccc2n2c(-c3cccc(F)c3)nnc2n1Cc1ccccc1,12,4,-2,4,1.0,-1,5,12
O=S(=O)(c1cccs1)N1CCN(CCOc2ccc(Cl)cc2)CC1,33,-9,-4,14,-0.6,-5,-1,14
Cc1ccc(S(=O)(=O)NN2C(=O)/C(=C/c3ccc(C(=O)O)cc3)SC2=S)cc1,15,-10,-4,5,0.4,-2,14,-15
Cn1c(N)c(C(=O)COC(=O)CC2CC3CCC2C3)c(=O)n(C)c1=O (centres undefined),8,7,1,-4,-1.1,0,-15,16
Cc1cc(C)n(S(=O)(=O)/C=C/c2ccccc2)n1,28,-8,-1,9,-1.6,-2,1,73*
CC1(C)S[C@@H]2[C@H](NC(=O)[C@H](N)c3ccccc3)C(=O)N2[C@H]1C(=O)OC1OC(=O)c2ccccc21 (some centres undefined),-6,18,-6,15,1.6,-8,27,15
CCOc1ccc(CNC(=O)CCc2cn(C)c3ccccc23)cc1OC,2,-7,-2,-8,-0.8,0,6,-1
OCC1(Cc2ccccc2)CCN(C2CCN(c3ccc(F)c(F)c3)CC2)CC1,-164,-28,-3,10,-1.4,2,-23,28
CN(C)c1ccc(NC(=O)Cn2c(=O)n(Cc3ccccc3)c(=O)c3ccccc32)cc1,-43,5,-3,-9,-2.0,-3,12,9
COc1cccc(CNC(=O)C2CCN(S(=O)(=O)c3cccs3)CC2)c1,10,10,-5,18,-2.0,-1,8,12
COc1cc(-c2noc(C3CCCN(C(=O)c4ccccc4)C3)n2)cc(OC)c1OC (centres undefined),28,13,-2,-3,0.4,-1,12,22
C=CCNC(=S)N1CCN(CCN=CC2=C(O)CC(c3cccs3)CC2=O)CC1 (centres undefined),-3,11,-4,-6,0.2,3,12,17
CCc1cc(C(=O)Nc2nnc(C3CC3)s2)sc1C,35,-15,-1,-10,2.2,7,-3,13
COc1ccc(OC)c(/C=N\NC(=O)c2ccc(=O)n(C)c2)c1,7,2,1,-11,4.7,0,-11,26
Cc1sc(NC(=O)C(C)C)c(C(=O)Nc2ccccc2)c1C,39,8,-2,9,-1.5,-1,8,16
CC(C)OC(=O)C(C)Nc1n[nH]c(=S)[nH]c1=O (centres undefined),21,3,-4,4,1.5,-1,2,-16
O=[N+]([O-])c1ccc(S(=O)(=O)N/N=C/c2cccs2)cc1,26,-31,-1,-5,-0.3,-3,-13,10
CC(C)Oc1ccc(/C=N/NC(N)=S)cc1,49,-52,4,-8,2.6,2,-16,4
CCOC(=O)Cc1csc(NS(=O)(=O)c2ccc(Cl)cc2)n1,5,10,-4,-9,-0.5,-2,12,-10
O=c1[nH]n(-c2cccc3cccnc23)c(=O)c2ccccc12,17,17,0,-2,1.1,2,-8,2
O=c1cc(CSc2nnc(COc3ccccc3Cl)o2)nc2sccn12,28,-8,2,11,0.7,-1,12,9
CC(=O)N1CCc2cc(S(=O)(=O)CCC(=O)NCCc3ccc(Cl)cc3)ccc21,5,-16,1,-2,4.4,-1,3,19
CCOC(=O)CCc1c(C)nc2c(c(C)nn2C(C)(C)C)c1C,14,-36,-5,5,-3.0,0,17,-4
COc1cc(C(=O)NNC(=O)c2nn(C)c(=O)c3ccccc23)cc(OC)c1OC,-10,18,-2,-5,-1.0,0,10,29
CCNc1nc(NC(C)C)nc(Oc2ccc(OCCOc3ccccc3)nn2)n1,15,32,-4,-5,-1.2,-2,9,51*
O=C(c1ccc2snnc2c1)N1CCOCC1,-9,-9,-3,3,-1.0,-3,17,-9
COc1ccc2nnc(-c3ccccc3)n2n1,-4,4,1,-1,-1.4,0,3,22
Cc1ccc(C(=O)CSc2nc(O)cc(=O)[nH]2)cc1C,-4,13,-3,2,0.5,-5,5,26
Cn1c(=O)c2c(nc(Br)n2C/C=N/NC(N)=S)n(C)c1=O,4,11,-2,0,-0.4,-1,4,2
CC(=O)N1CCc2cc(S(=O)(=O)NCCC(=O)Nc3ccc4c(c3)OCCO4)ccc21,-3,-24,-5,-21,4.3,-2,0,-19
Cc1cccn2c(=O)nc(SCC(=O)Nc3ccc4c(c3)OCCO4)nc12,-5,-11,3,-20,-0.3,-2,7,23
O=C(CSc1nnc(-c2ccc(O)cc2)n1-c1ccccc1)CC(=O)Nc1ccccc1,6,-34,-3,-11,1.2,3,-13,-14
